MRP1 act: MRP-1 activation. 0.61% of 140,000 active. viability increase, % at 10 µM. H69AR cells + doxorubicin, viability rescue, CellTiter-Glo. AID 799;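 active = viability gain under doxorubicin at or above a set limit, the compound median plus 3 SD, cut at about 4.7% in these data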;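 also: MRP-1 overexpressing cells given doxorubicin 25 µM after compound pretreatment; 18-22 h compound pretreatment then 72 h with doxorubicin before readout; 0% = doxorubicin-only wells and 100% = vehicle-treated cells without doxorubicin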
Yeast life ext: yeast lifespan extension; S. cerevisiae growth with nicotinamide, OD615; deaD strain in restrictive glucose medium; inhibition of the nicotinamide effect, % at 10 µM; 0.68% of 130,000 active; AID 775;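 active = inhibition above a set limit, placed 3 SD over the median of all compounds, cut at about 26% in these data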;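 also: 0% = nicotinamide-treated wells and 100% = cells grown without nicotinamide; some compounds called inactive have numbers as strong as hits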
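Test system – modified budding yeast, DeaD strain · Compound – single dose 10 µM compound, 0.25% DMSO · Times – culture preincubation 4 h, compound exposure 48 h, both 30 °C · Detection – optical density (absorbance) at 615 nm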
E-sel TNF inh: blocks E-selectin expression induced by TNF alpha | HUVEC TNFa-induced E-selectin immunofluorescence, high content | inhibition, % at 2 µM | 0.71% of 120,000 active;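 active = inhibition above the batch mean plus 3 SD, and confirmed as a hit on visual image review, cut at about 43% in these data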;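 also: 0% = TNF-stimulated DMSO wells and 100% = unstimulated control wells; not every result past the cut was called active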
GALR2 blocker: antagonists of human galanin receptor 2 (GALR2). GALR2-expressing cells, antagonist mode. inhibition, % at 4 µM. 0.39% of 140,000 active; in the data active = inhibition above about 27%;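 also: cells stimulated with galanin 1-16 at roughly its EC80; 0% = agonist challenge control and 100% = basal control without agonist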
Target sequence (O43603 whole entry, looked up): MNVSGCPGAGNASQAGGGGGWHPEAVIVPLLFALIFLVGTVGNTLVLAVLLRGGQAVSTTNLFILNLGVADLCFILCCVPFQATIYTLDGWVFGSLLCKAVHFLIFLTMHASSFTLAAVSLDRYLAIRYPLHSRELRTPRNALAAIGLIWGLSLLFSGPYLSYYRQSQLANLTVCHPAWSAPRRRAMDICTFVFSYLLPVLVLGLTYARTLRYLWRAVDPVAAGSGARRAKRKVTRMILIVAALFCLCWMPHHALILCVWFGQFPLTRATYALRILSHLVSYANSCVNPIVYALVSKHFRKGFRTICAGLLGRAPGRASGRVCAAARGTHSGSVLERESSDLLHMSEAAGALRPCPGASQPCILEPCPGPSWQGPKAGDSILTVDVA
Phagocyt inh: blocks phagocytosis by macrophages. J774A.1 macrophage IgG-bead phagocytosis, imaging. inhibition, % at 5 µM. 0.07% of 110,000 active;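 active = inhibition above the mean of the plate negative controls plus 5 SD, cut at about 13% in these data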;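 also: phagocytic index as fraction of beads internalized from green versus red external bead signal; plate controls were DMSO negative control for no effect and cytochalasin-D positive control for full effect; some results beyond the cut were filed as inactive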
NPY Y2 blocker: NPY-Y2 (human) receptor antagonism. NPY-Y2 expressing cells, antagonist mode. P49146. inhibition, % at 2.7 µM. AID 793. 0.99% of 140,000 active; in the data active = inhibition above about 17%;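 also: 0% = vehicle with agonist challenge and 100% = reference antagonist with challenge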
Target sequence (P49146 whole entry, looked up): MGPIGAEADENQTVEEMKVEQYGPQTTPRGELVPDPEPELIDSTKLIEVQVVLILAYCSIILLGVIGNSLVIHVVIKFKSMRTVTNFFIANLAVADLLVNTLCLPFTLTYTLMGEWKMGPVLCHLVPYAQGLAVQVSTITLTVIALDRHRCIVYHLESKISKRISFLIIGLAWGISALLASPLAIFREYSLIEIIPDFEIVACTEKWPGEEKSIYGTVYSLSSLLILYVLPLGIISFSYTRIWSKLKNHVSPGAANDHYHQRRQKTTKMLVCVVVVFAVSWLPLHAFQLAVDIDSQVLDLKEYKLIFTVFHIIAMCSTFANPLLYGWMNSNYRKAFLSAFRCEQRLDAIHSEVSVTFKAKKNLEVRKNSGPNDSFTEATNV
Yeast growth inh: chemicals that inhibit yeast BB579 growth in restrictive medium (lifespan-shortening candidates). S. cerevisiae BB579 growth, OD615, 48 h. inhibition, % at 10 µM. 0.51% of 140,000 active. AID 804;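 active = inhibition above a set limit, 3 SD over the mean compound inhibition, cut at about 44% in these data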; also: inactives centre near -24
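Test system: Saccharomyces cerevisiae DeaD strain BB579, replicative lifespan model yeast | Buffer or medium: Restrictive CSMM-D medium | Doses: One dose, 10 µM compound with 0.25% DMSO | Incubation: 48 h exposure, 30 °C | Detection: Culture absorbance at 615 nm | Control set: Amphotericin B at 10 µg/mL as positive control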
bCat KO growth: beta-catenin-lacking colon tumor cell growth suppression; HCT116 beta-catenin knockout viability, CellTiter-Glo, 60 h; stronger effect = lower value; viability, % at 10 µM; 1.5% of 140,000 active;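 active = viability at or under a set limit, the compound median less 4 SD, cut at about 6% in these data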;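 also: 0% = Hyamine 1622 control at 20 µM and 100% = untreated cell control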
Measles CPE: protection of cells from measles virus. Measles virus-infected cells, CPE protection, absorbance. protection (pct of control), % at 4 µM. 1.5% of 140,000 active; in the data active = protection mostly above about 24%, no sharp cut-off; inactive = mostly below about 26%; also: some compounds called inactive have numbers as strong as hits
PTEN del growth: PTEN-deleted cell growth suppression; HCT116 PTEN-null viability, CellTiter-Glo, 60 h; stronger effect = lower value; viability, % at 10 µM; 1.2% of 140,000 active; AID 827;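 active = viability at or below a set limit, 4 SD under the median of all tested compounds, cut at about 3.7% in these data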;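 also: PTEN knockout HCT116 line with beta catenin targeted HCT116 as companion control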
The depositor's hits bear a star; . = not tested or not shown.

Values run as follows: MRP1 act	Yeast life ext	E-sel TNF inh	GALR2 blocker	Phagocyt inh	NPY Y2 blocker	Yeast growth inh	bCat KO growth	Measles CPE	PTEN del growth
> CC1(C)CC(=O)c2sc(NC(=O)CN3C(=O)CCC3=O)nc2C1
    -1.0	-1.8	-3.1	5.5	0.0	2.1	-41.9	100.3	4.2	89.3
> N#C/C(=C/c1ccc(N2CCCCC2)o1)C(=O)Nc1ccc2ccccc2c1
    1.2	3.1	6.9	4.1	.	5.9	-30.4	27.4	1.9	47.3
> O=C(Nn1cc(C(=O)N2CCN(c3ccccc3F)CC2)c2ccccc2c1=O)c1cnccn1
    -1.6	4.5	8.7	-9.1	-1.2	0.8	-36.8	30.5	5.8	31.2
> COC(=O)/C(=N\Nc1ccc(Cl)cc1)Sc1nnc(-c2ccc(OC)cc2)n1C
    -1.3	0.9	.	1.6	-3.4	1.2	-16.9	96.7	11.8	97.6
> COC(=O)C1=C(C)N(C(C)C)C(=O)C1(NC(=O)C1CCCCC1)C(F)(F)F (stereo not given)
    -1.9	-4.8	2.3	2.5	1.2	4.5	-25.9	88.3	2.6	90.5
> CNC(=O)C1CC(=O)N(c2ccc(F)c(Cl)c2)C1 (stereo not given)
    0.9	-0.5	.	16.0	.	-1.1	-13.2	100.2	5.2	97.5
> Cn1c(NC(=O)c2ccccc2F)cc(=O)n(C)c1=O
    -1.9	4.5	-0.4	-4.8	-0.2	1.5	-8.0	87.8	5.9	109.3
> CCOC(=O)C(Cc1ccccc1)C(=O)Nc1nccs1 (stereo not given)
    0.6	-1.4	-20.1	6.2	-2.8	2.1	9.1	96.0	15.9	106.6
> CCCN(c1ccc(C(C)C)cc1)S(=O)(=O)c1c(C)[nH]c(=O)[nH]c1=O
    -0.7	-10.3	-2.1	10.1	-3.4	3.8	-31.8	95.6	4.6	91.0
> NC(=O)CSc1nc(-c2ccccc2)c(-c2ccccc2)o1
    -0.5	.	-5.1	-12.1	.	1.3	-40.0	99.3	29.8	101.5
> S=C(Nc1ccc(Cl)cc1)N1CCCC1
    -0.2	0.5	.	12.0	-5.3	-1.7	-28.0	90.8	38.8	96.3
> CC(=O)N1CCc2cc(C(=O)CN3CCCCC3)ccc21
    -1.0	-7.9	-4.2	0.5	0.0	-0.1	-36.4	92.1	2.6	97.0
> COc1ccc2cc(-c3nc4ccccc4n3C)c(=O)oc2c1
    -1.6	.	5.0	1.6	.	1.4	-46.0	93.7	20.0	88.2
> CCCCCSc1nnc2c(n1)OC(C)N(C(C)=O)c1ccccc1-2 (stereo not given)
    -3.3	-9.4	.	-2.8	0.6	1.6	-20.2	90.8	10.1	90.3
> CC(NC(=O)Nc1ccccn1)N1C(=O)C2C3C=CC(C3)C2C1=O (stereo not given)
    -1.9	-2.0	-8.0	-1.6	.	-0.7	22.8	92.3	22.3	105.4
> CCCOC(=O)c1ccc(Oc2cn[nH]c2-c2ccc(OC)cc2O)cc1
    -5.7	-7.3	17.6	12.4	-1.6	3.5	69.1*	46.6	15.3	47.3
> O=C(COC(=O)C1(c2ccccc2F)CCCC1)NC1CCS(=O)(=O)C1 (stereo not given)
    -0.9	-5.4	6.8	0.9	-0.9	2.5	-13.0	97.6	8.9	83.9
> CN(C)C=NC1=NN(c2cccc(C(F)(F)F)c2)CC1
    0.0	-21.7	2.9	9.3	-0.4	-1.9	-55.2	68.5	6.4	78.5
> CC(Oc1ccc(Cl)cc1Cl)C(=O)NCCCN1CCOCC1 (stereo not given)
    -1.4	-12.9	.	-10.2	0.7	0.5	-11.7	94.1	12.6	95.1
> O=C(C(c1ccccc1)c1ccccc1)N1CCC(c2nc(-c3ccccc3Cl)no2)CC1
    -2.9	.	0.5	-3.2	.	14.4	-40.6	93.2	37.0*	80.9
> COc1ccc(/C=N/NC(=O)COc2cc(C)cc(C)c2)cc1COC(C)=O
    -1.7	6.3	-1.1	-8.6	-4.0	12.9	-55.2	99.2	1.7	94.8
> CCC(=O)N1CCc2cc(S(=O)(=O)N3CCN(C(=O)c4ccco4)CC3)ccc21
    -1.3	-15.0	9.1	-8.3	1.3	0.2	-22.4	100.9	8.4	97.7
> COc1ccccc1CC(=O)O/N=C(\N)Cc1cccc2ccccc12
    -4.5	-15.2	-5.8	15.9	-3.7	3.1	6.4	80.5	4.1	82.3
> CCOC(=O)NC(Nc1ccc(OC)cc1)(C(F)(F)F)C(F)(F)F
    -1.7	4.1	.	5.0	-4.3	1.2	-29.0	98.0	6.6	88.3
> CC(C)CCNC(=O)C(c1ccco1)N(C(=O)Cn1nnc2ccccc21)c1ccc2c(c1)OCO2 (stereo not given)
    -2.9	0.0	.	-7.2	-1.6	3.8	-50.5	3.1*	12.3	3.3*
> CCn1c(CNC(=O)C23CC4CC(CC(C4)C2)C3)nnc1SCC(=O)Nc1nnc(C)s1
    -1.1	-2.4	-9.9	-11.2	-0.3	1.4	-25.6	90.7	1.4	92.0
> O=C(Nc1cc(C(F)(F)F)ccc1N1CCCC1)c1cccnc1
    -1.5	-9.5	.	-1.5	-0.6	9.2	5.3	75.8	14.8	81.8
> CC(C)Oc1ccc(/C=N/NC(N)=S)cc1
    -2.7	-4.7	.	-6.2	.	1.7	-5.9	39.2	1.4	32.0
> Cc1ccc(CN2CCN(/N=C/c3cccnc3)CC2)c(C)c1
    -0.2	5.2	12.6	0.4	1.4	2.9	-44.9	93.0	9.3	91.3
> CCOc1ccc(-c2nnn(CC(=O)Nc3cccc(OC)c3)n2)cc1OCC
    -1.5	-13.5	.	3.0	-1.5	5.1	-43.3	98.5	31.9	104.9
> CCn1cnc2c1c(=O)n(CC(=O)Nc1ccc3c(c1)OC(F)(F)O3)c(=O)n2Cc1ccccc1
    1.4	-8.3	-12.6	-6.8	0.0	-2.9	0.5	89.0	1.0	72.6
> Cc1nc(C)n(CC(O)COc2ccc3ccccc3c2)n1 (stereo not given)
    -3.0	-13.7	-3.6	0.2	0.7	2.7	-1.1	88.9	11.5	93.4
> CC(C)Cc1nc(Cl)c(C#N)c2c1CCCC2
    -2.8	-0.3	.	1.7	-12.2	8.5	5.1	85.6	2.2	93.7
> O=C(NCc1ccco1)C1CC(c2cccc([N+](=O)[O-])c2)=NO1 (stereo not given)
    -2.9	-6.1	100.0*	-2.9	-2.4	4.8	-16.1	86.1	9.0	90.3
> O=C(Nc1ccccc1)NC1CCS(=O)(=O)C1 (stereo not given)
    -0.1	.	-41.5	2.9	.	0.8	-23.8	97.5	7.4	102.9
> CC(=O)Nc1ccc(NCN2C(=O)[C@@H]3[C@H]4CC[C@H](C4)[C@@H]3C2=O)cc1
    -1.3	8.9	.	2.1	-5.6	0.1	-36.7	99.8	15.9	95.7
> CCCCN(C)/C=N/c1c(C#N)cnn1-c1ccc(C)cc1
    -2.5	-22.9	2.3	-4.3	0.6	4.8	-2.0	95.5	7.5	88.2
> CC1(C)CC2(CCO1)N1CC3(C)CN2CC(C)(C1)C3O (stereo not given)
    -0.9	-6.0	28.3	-1.3	-1.3	2.1	-18.0	86.7	4.0	90.8
> CCOC(=O)Cc1cc(=O)[nH]c(/N=C(\N)Nc2ccc(C)cc2C)n1
    -1.9	-2.5	1.4	2.2	0.5	0.6	-7.7	81.3	-0.9	75.0
> Cc1cc2c(c(=O)o1)C(C13C=CC(CC1)C3)C(C#N)=C(N)O2 (stereo not given)
    -1.2	-14.2	16.7	-5.6	-1.1	3.1	-31.4	88.3	31.3*	93.6
> CCOC(=O)c1sc(NC(=O)c2cc(-c3cccc(O)c3)on2)c(C(=O)OCC)c1C
    -0.8	-5.2	-6.8	8.5	.	1.6	-18.0	98.3	3.5	92.2
> CCCc1cc2c(c(NC(C)=O)n1)c(=O)oc1ccccc12
    -1.4	-13.6	8.8	-8.5	.	2.7	-21.1	83.2	16.0	90.3
> COc1cc2nc(C3CCC3)nc(N3CCN(c4ccccc4OC)CC3)c2cc1OC
    -2.6	-6.5	.	4.6	-4.5	13.4	-42.6	68.9	11.3	51.5
> O=C1CC(c2cccc(Cl)c2)CC(O)=C1C=Nc1cccc(Cl)c1 (stereo not given)
    -0.5	28.9*	13.2	22.4	-5.2	7.5	-39.5	81.3	14.2	82.5
> CS(=O)(=O)NC1c2cccc3cccc(c23)C1N1CCOCC1 (stereo not given)
    -0.2	-7.3	28.2	9.4	-0.8	5.0	3.5	101.0	16.3	96.1
> CCCn1c(NC(=O)c2ccc(Br)cc2)nc2ccccc21
    -2.7	1.3	5.0	-3.1	-0.7	6.0	-48.9	62.5	25.1	62.0
> COC(=O)C1=C(C)N(C)C(=S)NC1c1ccc(Cl)cc1 (stereo not given)
    -0.7	0.0	20.9	10.0	-3.4	4.3	-15.7	82.8	5.4	81.0
> CCn1c(C(=O)N2CCc3ccccc3C2)cc2oc3ccccc3c21
    0.6	-12.3	17.1	-18.6	.	14.0	-10.4	90.8	22.6	91.2
> COc1ccc(-c2nnn(CC(=O)NCc3ccccc3)n2)cc1OC
    0.3	.	24.9	-0.7	.	6.2	-18.3	85.6	9.2	86.4
> CC(=O)CSc1nc2ccccc2s1
    -1.3	-22.7	13.5	-3.9	.	-0.4	-37.9	102.4	19.1	103.2
> O=C(Nc1cc2c(oc1=O)CCCC2=O)c1ccccc1
    -2.4	-5.6	2.5	-19.0	0.3	1.2	-11.9	96.1	5.5	98.9
> O=C1CC(c2ccco2)CC(O)=C1C=Nc1ccc(Br)cc1 (stereo not given)
    -2.4	5.7	6.7	14.8	-0.6	9.3	-30.1	97.5	8.1	100.3
> Nc1nnnn1CC(=O)OCc1cccc(Br)c1
    0.0	-2.6	-36.9	-3.5	-0.5	0.6	0.8	96.1	8.2	95.1
> COc1ccc(C(=O)CSc2nnc(-c3ccoc3C)n2CC2CCCO2)cc1 (stereo not given)
    -1.9	-10.2	-11.8	10.8	-1.0	1.3	-32.7	92.2	14.8	94.8
> Cc1cccc(OCC(=O)N(Cc2cccs2)C2CCS(=O)(=O)C2)c1 (stereo not given)
    -2.4	-0.4	.	-6.6	-1.1	2.1	-27.7	91.5	19.7	93.7
> Cc1ccc2nc(NCCO)nc(-c3ccccc3)c2c1
    -3.9	-23.7	4.1	12.9	-1.0	1.8	-34.3	47.0	13.0	41.3
> O=S(=O)(Nc1nc2ccccc2nc1Nc1ccc2c(c1)OCO2)c1ccccc1
    1.5	2.6	.	2.7	-7.0	0.2	-25.2	84.1	6.5	83.0
> CN(CC(=O)Nc1ccc(F)cc1)c1ccc(S(=O)(=O)N2CCCCC2)cc1[N+](=O)[O-]
    -1.5	1.3	.	14.3	.	-3.0	-31.1	56.2	10.7	65.7
